Source: PubChem BioAssay (The Scripps Research Institute Molecular Screening Center)
mABHD4 FP = ABHD4 inhibitors, primary screen, biochemical, fluorescence polarization, mouse; inhibition, % at 8.92 µM; 370,000 compounds, 0.54% hits; AID 720543, 2013; (Lyso)-N-acylphosphatidylethanolamine lipase (Mus musculus), Q8VD66; purified mABHD4, FP-Rh probe fluorescence polarization;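 active means inhibition exceeding the mean over every tested compound plus 3 SD, cut at about 30% in these data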;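 further: 0% = plate median of compound wells and 100% = S159A mutant with DMSO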
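Assay system: mABHD4 protein; medium: HEPES pH 7.0, NaCl, Pluronic buffer; dosing: 8.92 µM, single dose; schedule: 45 min + 60 min at 25 °C; signal: FP readout, ex 525 nm / em 598 nm; read-out: normalized percent inhibition of probe labeling; repeats: single replicate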
PRMT1 inh = PRMT1 methyltransferase inhibitors, primary screen, biochemical, fluorescence polarization; Protein arginine N-methyltransferase 1 (Homo sapiens), Q99873; recombinant PRMT1, activity-based probe fluorescence polarization; inhibition, % at 2.79 µM; 370,000 compounds, 1.3% hits;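 active means inhibition above about 21% made by adding two undisclosed values, limit read from the data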
HTRA1 inhibitor = HTRA1 serine protease inhibitors, primary screen, biochemical, fluorescence polarization, HTS. inhibition, % at 5.96 µM. Q92743. recombinant HTRA1, FP-rhodamine activity-based probe. 340,000 compounds, 0.5% hits; in the data active means inhibition above about 36%;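 further: 0% = enzyme with DMSO and 100% = wells lacking enzyme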
UHRF1 binding = UHRF1 methylated DNA binding inhibitors, primary screen, counter-screen for MBD2 inhibitor project, biochemical, TR-FRET, human UHRF1, single concentration; 370,000 compounds, 0.75% hits; E3 ubiquitin-protein ligase UHRF1 (Homo sapiens), Q96T88; UHRF1 binding to methylated oligo; inhibition, % at 4.4 µM; in the data active means inhibition above about 21%;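 further: UHRF1 SRA domain binding a hemimethylated CpG hairpin DNA probe; 0% = median of test compound wells and 100% = reference inhibitor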
Target sequence (Q96T88 whole entry, looked up, the tested form may be a part): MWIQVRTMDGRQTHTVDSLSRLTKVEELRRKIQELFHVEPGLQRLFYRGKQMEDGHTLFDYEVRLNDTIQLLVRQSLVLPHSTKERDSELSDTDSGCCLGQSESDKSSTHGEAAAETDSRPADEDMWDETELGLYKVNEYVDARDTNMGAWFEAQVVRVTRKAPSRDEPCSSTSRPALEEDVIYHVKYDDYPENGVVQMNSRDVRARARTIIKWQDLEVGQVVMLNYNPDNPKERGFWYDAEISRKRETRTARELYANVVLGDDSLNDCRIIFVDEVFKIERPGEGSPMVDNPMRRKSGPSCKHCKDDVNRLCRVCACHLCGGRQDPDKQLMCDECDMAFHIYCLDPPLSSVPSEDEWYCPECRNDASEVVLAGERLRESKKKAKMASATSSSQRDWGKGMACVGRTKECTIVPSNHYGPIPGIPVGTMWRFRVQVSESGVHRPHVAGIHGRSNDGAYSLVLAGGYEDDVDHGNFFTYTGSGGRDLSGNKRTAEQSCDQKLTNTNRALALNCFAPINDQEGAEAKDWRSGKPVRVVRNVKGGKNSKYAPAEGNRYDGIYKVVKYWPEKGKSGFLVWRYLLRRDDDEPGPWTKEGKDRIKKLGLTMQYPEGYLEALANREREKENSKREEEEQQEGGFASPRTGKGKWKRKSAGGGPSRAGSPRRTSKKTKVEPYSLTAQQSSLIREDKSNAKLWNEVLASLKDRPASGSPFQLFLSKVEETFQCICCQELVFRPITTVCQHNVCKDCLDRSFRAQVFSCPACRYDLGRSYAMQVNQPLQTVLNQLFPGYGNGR
TCR-CD3 inh = inhibitors of human TCR-CD3 interaction, primary screen, biochemical, fluorescence, TAMRA-labeled TCR probe | inhibition, % at 9.4 µM | 360,000 compounds, 0.37% hits | T-cell receptor (TCR); in the data active means inhibition above about 19%;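 further: recombinant mutant TCR 2C K166C tagged with TAMRA read by polarization; 0% = receptor in buffer alone and 100% = receptor with positive control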
SIAE inh = human SIAE inhibitors, primary screen, biochemical, fluorescence polarization, FP-Rh probe, 1536-well HTS; SIAE FP-Rh probe binding; inhibition, % at 9.66 µM; 370,000 compounds, 0.69% hits;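 active means inhibition above a cutoff: mean of compounds within the control limits plus 3 SD of those, cut at about 17% in these data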;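 further: 0% = plate median of compound wells and 100% = probe without SIAE protein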
Tn7 DDE FP = inhibitors of Tn7 peptide binding to fibrin DD(E), primary screen, biochemical, fluorescence polarization, human fibrin, Tn7 probe. 370,000 compounds, 0.13% hits. Fibrinogen beta chain (Homo sapiens), P02675. AID 720508, 2013. FP displacement of FITC-Tn7 peptide from fibrin DD(E); 0% = median of compound wells per plate. inhibition, % at 8.3 µM;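 active means inhibition above the mean of compounds falling within the control limits plus 3 SD of them, cut at about 14% in these data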;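 further: 0% = plate median of compound wells and 100% = 10 µM Aha-Tn7 peptide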
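Assay system: Human fibrin DD(E) protein | Medium: Tris buffer with calcium and detergent, pH 7.8 | Reagent: 0.1 µM fluorescent Tn7 | Compound dosing: Single point at 8.3 µM | Times: 10 min preincubation, 3 h with tracer, room temperature | Detection: Fluorescence polarization of the labelled Tn7 tracer | Controls: Aha-Tn7 high control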
LEDGF integ inh = blockers of LEDGF/p75-dependent integrase strand transfer – biochemical, TR-FRET, high throughput, primary screen; HIV-1 integrase (with human LEDGF/p75); TR-FRET IN-LEDGF/p75 DNA integration, Eu/Cy5; inhibition, % at 3.7 µM; 370,000 compounds, 0.64% hits;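 active means inhibition above the screen-wide mean plus 3 SD, cut at about 13% in these data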;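 further: signal is the Cy5 over europium emission ratio at 671 and 618 nm; 0% = plate median of compound wells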
PG9 Ab binder = binders of HIV-1 gp120 antibody PG9, primary screen, biochemical, TR-FRET; HIV-1 gp120 / PG9 antibody interaction; TR-FRET gp120-PG9 antibody binding; inhibition, % at 6.7 µM; 360,000 compounds, 0.43% hits; AID 624416, 2012; in the data active means inhibition above about 8.5%
TDP2 absorb = human TDP2 enzyme inhibitors, primary screen, biochemical, epi absorbance, recombinant enzyme. Tyrosyl-DNA phosphodiesterase 2 (Homo sapiens), O95551. T5PNP hydrolysis, p-nitrophenol absorbance 415 nm. inhibition, % at 12.8 µM. 370,000 compounds, 0.34% hits. AID 720702, 2013;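 active means inhibition above the mean of all tested compounds plus 3 SD, set per campaign, cut at about 25% in these data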;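 further: 0% = DMSO with enzyme and 100% = buffer with substrate but no TDP2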
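Test system: human TDP2 enzyme; Input: 120 nM TDP2 per well; Buffer or medium: Mg2+-containing Tris-HCl buffer, pH 7.5; Reagent: 5 mM T5PNP; Dosing: 12.8 µM single point, 1% DMSO; Incubation: reaction 2 h, 37 °C; Detection: p-Nitrophenol epi absorbance; Read-out: % inhibition relative to enzyme-containing and enzyme-free wells; Replicates: single well per compound.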
Active calls of the source: *; · = no result given.

Start of the data: the first 4 entries, to show the layout:
SMILES	mABHD4 FP	PRMT1 inh	HTRA1 inhibitor	UHRF1 binding	TCR-CD3 inh	SIAE inh	Tn7 DDE FP	LEDGF integ inh	PG9 Ab binder	TDP2 absorb
COc1cc2c(cc1NC(=O)CSCC(=O)O)oc1ccccc12	-15	2	-3	-3	2	-7	0	-1	1.0	-11
Cc1cc(C)c2cc(C(=O)N3CCC(Cc4ccccc4)CC3)[nH]c2c1	0	-2	-29	-3	-3	3	-8	-2	-2.6	10
CCN(CC)C(=O)[C@H]1C[C@H](CC(=O)NCC23CC4CC(CC(C4)C2)C3)C(=O)N2CCc3c([nH]c4ccc(Cl)cc34)[C@]12C	-1	-2	-3	-2	3	0	0	3	-2.6	2
CCC(=O)N(Cc1cc(=O)[nH]c2ccccc12)C1CCCCC1	0	-2	2	1	2	-7	-14	1	-0.5	0

Main list, repeating the preview:
SMILES	mABHD4 FP	PRMT1 inh	HTRA1 inhibitor	UHRF1 binding	TCR-CD3 inh	SIAE inh	Tn7 DDE FP	LEDGF integ inh	PG9 Ab binder	TDP2 absorb
COc1cc2c(cc1NC(=O)CSCC(=O)O)oc1ccccc12	-15	2	-3	-3	2	-7	0	-1	1.0	-11
Cc1cc(C)c2cc(C(=O)N3CCC(Cc4ccccc4)CC3)[nH]c2c1	0	-2	-29	-3	-3	3	-8	-2	-2.6	10
CCN(CC)C(=O)[C@H]1C[C@H](CC(=O)NCC23CC4CC(CC(C4)C2)C3)C(=O)N2CCc3c([nH]c4ccc(Cl)cc34)[C@]12C	-1	-2	-3	-2	3	0	0	3	-2.6	2
CCC(=O)N(Cc1cc(=O)[nH]c2ccccc12)C1CCCCC1	0	-2	2	1	2	-7	-14	1	-0.5	0
CC1Cc2ccccc2N1C(=O)CN1CCC(n2nnc3cc(C(F)(F)F)ccc32)CC1 (centres undefined)	-5	1	-11	2	-3	2	2	-6	-0.2	0
O=C(NC1CCN(Cc2ccccc2)CC1)c1cccc(NS(=O)(=O)c2ccc(Br)cc2)c1	4	-4	-3	1	3	10	3	0	-2.4	0
Cc1nn(Cc2ccccc2)c(Cl)c1/C=N/NC(=O)CNc1cccc(C(F)(F)F)c1	0	-3	-11	-3	6	3	-1	-1	-3.7	4
CC(C)NCCCOc1ccc(C(C)(C)c2ccccc2)cc1	12	0	-1	-1	3	8	2	2	-0.3	4
O=c1ccc2cc3ccoc3cc2o1	-2	0	-5	0	5	-5	-1	1	-0.5	6
COc1cc(F)ccc1-c1csc(C(O)c2ccccc2)n1 (centres undefined)	-17	-2	·	-2	1	3	1	1	-1.1	1
COc1ccc(N2CCN(C(CNC(=O)CC(C)(C)C)c3ccc4c(c3)OCO4)CC2)cc1 (centres undefined)	-6	-6	2	0	7	-1	-1	-2	-1.9	-1
COc1ccccc1NC(=O)O/N=C(\N)c1ccccc1	-2	-5	5	-1	5	3	-6	4	0.8	-6
CCCCS(=O)(=O)C1CCS(=O)(=O)C1 (centres undefined)	-3	2	8	2	-4	-2	0	-6	1.0	-13
Cc1ccccc1NC(=O)Nc1cc(-c2ccccc2)nn1C	8	0	-1	0	6	3	0	4	-1.9	-9
CC1Cc2ccccc2N1S(=O)(=O)c1cccc(C(=O)c2nccn2C)c1 (centres undefined)	-4	3	-2	0	4	-6	0	2	1.8	-10
O=C(NN=C1CCCC1)c1cc(-c2ccc(F)cc2)nc2ccccc12	-5	2	-5	11	-1	-16	-2	-3	0.1	0
CCCCOC(=O)/C(=C\c1ccc([N+](=O)[O-])o1)NC(=O)c1ccccc1	-3	11	-7	3	-1	-24	-3	1	0.5	-13
O=C(Nc1ccc(N2CCOCC2)cc1)c1cccc(S(=O)(=O)N2CCCCCC2)c1	-3	2	-2	1	5	5	2	-4	0.0	-3
CCOC(=O)[C@H]1[C@H]2COc3ccc(Br)cc3[C@@H]2N2C(=O)CN(Cc3ccc(C)cc3)C(=O)[C@@]12C	-7	0	-25	-2	7	0	-4	-2	-1.8	-17
COc1cccc(/C=C/C(=O)NCc2cn3cc(Cl)ccc3n2)c1OC	-4	3	-5	-2	-7	0	3	-4	-0.3	-6
COc1ccc(CNC(=O)c2noc(C(C)C)c2[N+](=O)[O-])cc1	-13	-3	0	-1	4	-3	-3	1	1.4	1
Cc1ccc(-n2nc3c(c2NC(=O)CC(C)C)CS(=O)(=O)C3)cc1	2	0	-1	0	7	-1	8	0	-0.7	0
CCN(CC(=O)NCc1ccc(F)cc1)C(=O)COc1ccc(C)c(C)c1	8	0	-1	-3	-10	4	-6	-2	-1.3	-8
COc1ccc(N2CCN(c3n[nH]c(N)n3)CC2)cc1	-10	-1	-1	3	0	15	4	6	-2.1	-5
CCCn1nnc(NC(=O)c2cccc(OCC)c2)n1	-3	-2	-11	-4	4	-4	0	0	-0.6	0
NC(=O)C1CCN(C(=S)NC2CC3C=CC2C3)CC1 (centres undefined)	-1	0	4	-1	-2	-1	-5	-3	1.0	9
C=CCn1c(CCCOc2ccc(Cl)cc2Cl)nnc1SCC(=O)Nc1nccs1	2	1	-2	-2	8	-2	2	0	1.1	-2
COc1cc(C=C2C(=O)OC(c3ccccc3)OC2=O)cc(Br)c1O (centres undefined)	1	2	2	-2	-1	1	5	0	0.2	3
CSCCC(NC(N)=O)C(=O)N(C)CC(=O)Nc1ccc(C)cc1 (centres undefined)	5	-3	4	0	0	-3	-9	0	-2.5	-3
CCCN1CCN(C(=S)Nc2ccc(SC(F)F)cc2)CC1	0	1	-12	-1	4	5	0	2	0.4	6
Cc1c2cnn(CC(=O)NCCN3CCOCC3)c(=O)c2c(C)n1Cc1ccc(F)cc1	-36	2	4	1	-4	2	0	3	-0.9	12
COCCOC(=O)c1c(C)oc2ccc(OC(=O)c3cccs3)cc12	1	2	-19	-1	2	1	-1	0	0.4	4
CN(C)CCCOC(=O)C1c2ccccc2Oc2ccccc21	-3	-3	0	1	11	2	-4	-3	0.7	3
CCOc1ccc(CNc2nc3ccccc3n2CCN2CCOCC2)cc1	-6	1	6	4	-3	-2	2	-1	1.7	-18
CCOc1ccc(C(=O)NCC(=O)Nc2cc(C)ccn2)cc1OCC	7	-3	-5	1	2	-2	-7	1	-0.1	3
CCOc1ccc(N2C(=O)CC(SC(=NC)Nc3cccc(F)c3)C2=O)cc1 (centres undefined)	2	1	-6	0	10	2	-3	-2	0.1	2
COc1ccc(CCNC(=O)COC(=O)c2sc(C)nc2C)cc1	2	-1	-3	-2	7	2	-1	-1	-0.9	-4
CC1(C)CC(=O)C=C(c2ccccc2CO)C1=O	-2	0	-3	1	4	3	-4	-2	-0.6	-6
Cc1ccc(/C(N)=N/OC(=O)c2ccc(C)cc2Cl)cc1	-2	-3	-2	1	6	-5	-5	1	-0.8	-1
O=C(O)c1ccc(NS(=O)(=O)c2ccc(N3C(=O)CCC3=O)cc2)cc1	4	-1	3	0	6	0	2	-1	1.0	-7
COc1ccc(C2C(C(C)=O)=C(O)C(=O)N2c2ccc(Br)cc2)cc1 (centres undefined)	-3	-1	6	-2	8	9	-10	-3	3.6	12
COc1ccc(C(=O)Nc2cccc3c2CCCC3)c(OC)c1	2	4	·	6	-1	0	6	0	7.6	1
COc1ccc(CNC(=O)C/C(C)=N/NC(=O)c2ccc(OC)cc2OC)cc1	4	-2	-3	-3	-5	9	-4	6	-2.5	-6
CC(C)(C)C(=O)NC(NC(=O)C(C)(C)C)c1ccc([N+](=O)[O-])cc1	-3	-4	4	-1	5	5	4	1	-0.4	8
Cc1ccc(S(=O)(=O)c2nc(NCc3ccc4c(c3)OCO4)sc2Cl)cc1	-25	2	-58	3	-6	-13	-1	-2	1.4	0
COc1ccc(NC(=O)N(CCC(C)C)C(C)c2ccccn2)c(OC)c1 (centres undefined)	2	-4	3	-1	-4	8	-6	3	0.1	0
O=C(Nc1nccs1)c1cccc(NC(=O)C2CC2)c1	2	-4	8	-5	7	-11	-5	-2	-1.6	-7
CC1CCN(C(=O)C2CCCCN2S(=O)(=O)c2cccc([N+](=O)[O-])c2)CC1 (centres undefined)	7	2	1	1	1	-8	7	-4	-0.7	-5
O=C(CSC1=NS(=O)(=O)c2cc(Cl)ccc2N1)NCCc1ccccc1	-5	-2	-4	-3	3	-3	-4	4	0.6	4
COc1ccc(NS(=O)(=O)c2ccc(NS(=O)(=O)c3cccs3)cc2)c(OC)c1	1	-5	2	-1	6	10	6	1	-0.1	0
COc1ccc(NCC(=O)N/N=C/c2cc([N+](=O)[O-])ccc2N2CCCC2)cc1	2	-1	·	-12	7	3	4	6	-2.6	1
CCCN(CCC)S(=O)(=O)c1cc2c(cc1Br)CCN2C(=O)CC	-4	-4	-12	-1	2	0	2	3	-1.5	7
CCOc1ccc(Br)cc1S(=O)(=O)Nc1nc(CN2CCOCC2)nc2sc(C)c(C)c12	6	-1	-4	1	-4	6	3	5	0.2	2
Cc1ccc(CC(=O)Nc2nc3ccccc3[nH]2)cc1C	-3	-2	5	-2	2	0	-5	-1	-2.2	4
COc1cc(C(=O)NCc2nnc(SCC(=O)Nc3nc4ccccc4s3)o2)cc(OC)c1OC	10	65*	4	1	-2	-1	7	-2	-1.7	-3
Cc1ccc(S(=O)(=O)N2CCN(c3ccc(N4CCOCC4)nn3)CC2)cc1[N+](=O)[O-]	-1	5	3	2	-1	6	-2	-6	-0.2	-5
